# PLCg1 inh – PLC-gamma1 enzyme inhibitors, primary screen, biochemical, fluorescence, purified enzyme | inhibition, % at 12.2 µM | fluorogenic substrate | AID 720700, 2013 | 370,000 compounds, 0.84% hits | 1-phosphatidylinositol 4,5-bisphosphate phosphodiesterase gamma-1 (Homo sapiens), P19174; in the data active = inhibition above about 9.5%
# ADAM17 inh – ADAM17 inhibitors, primary screen, biochemical, QFRET; inhibition, % at 6.95 µM; recombinant ADAM17, EDANS/DABCYL FRET peptide cleavage; 370,000 compounds, 0.83% hits; AID 720648, 2013;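 active = inhibition above the mean of compounds lying between control limits plus 3 SD, set per campaign, cut at about 8.5% in these data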;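 note: 0% = DMSO-only wells as the low control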
# ssDAF-12 act – S. stercoralis DAF-12 nuclear receptor activators, primary screen, cell-based, luminescence, HEK293, GRIP1 co-expression, lit1-tk-luc | Nuclear hormone receptor DAF-12 (Strongyloides stercoralis) | HEK293 ssDAF-12/GRIP1 lit1-tk-luc reporter; % of 3 µM dafachronic acid response | activation, % at 6.8 µM | 370,000 compounds, 1% hits;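 active = activation above the mean over all tested compounds plus 3 SD, cut at about 0.9% in these data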;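 note: 0% = DMSO-only wells and 100% = 3 µM delta7-dafachronic acid wells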
# hcDAF12 agonist – H. contortus DAF-12 nuclear receptor activators, primary screen, cell-based, luminescence, HEK293, lit1-tk-luc reporter | HEK293 hcDAF-12 lit1-tk-luc reporter; 0% DMSO, 100% Δ7-dafachronic acid | activation, % at 6.8 µM | 370,000 compounds, 1.4% hits;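 active = activation above the mean of all tested compounds plus 3 SD, cut at about 5.5% in these data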;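 note: 100% = response to 3 µM Δ7-dafachronic acid high control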
# FXN GAA850 act – FXN promoter activators, primary screen, cell-based, luciferase luminescence, HEK293 lucGAA850 | HEK293 lucGAA850 FXN promoter luciferase reporter, 24 h; percent of 10 µM SAHA response | activation, % at 6 µM | 360,000 compounds, 0.56% hits | AID 540364, 2011;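 active = activation above the average of all compounds screened plus 3 SD, cutoff fixed separately per campaign, cut at about 7.5% in these data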;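 note: 0% = DMSO wells and 100% = 10 µM SAHA wells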
# PLCb3 inh – human PLC-beta3 inhibitors, primary screen, biochemical, fluorescence; 1-phosphatidylinositol 4,5-bisphosphate phosphodiesterase beta-3 (Homo sapiens), Q01970; Purified PLC-beta3, fluorogenic substrate; inhibition, % at 12.2 µM; 370,000 compounds, 0.18% hits; AID 720704, 2013; in the data active = inhibition above about 11%;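 note: 0% = median of compound wells on plate and 100% = full blocker control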
# sPLA2-III inh – human group III sPLA2 inhibitors, primary screen, biochemical, QFRET, BODIPY PC-A2 liposome substrate. inhibition, % at 12.2 µM. 370,000 compounds, 0.56% hits. AID 743126, 2013. QFRET BODIPY PC-A2 liposome hydrolysis, fluorescence;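 active = inhibition above mean plus 3 SD of compounds lying within the high and low control bounds, cut at about 19% in these data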;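 note: 0% = median of test compound wells and 100% = no enzyme DMSO wells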
# DAX1 inh-1 – DAX1 (NR0B1) inhibitors on StAR promoter, primary screen, cell-based, luminescence, SF-1 (NR5A1), full-length DAX-1 | AID 652010, 2013 | HEK293T StAR-luciferase reporter, SF-1/DAX-1 repression relief | inhibition, % at 6.8 µM | 370,000 compounds, 1.1% hits;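 active = inhibition above the mean over all tested compounds plus 3 SD, cut at about 3.6% in these data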;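 note: 0% = DAX-1 cells with DMSO and 100% = cells lacking DAX-1 with DMSO; higher inhibition means more luminescence from relief of DAX-1 repression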
# hgDAF-12 ag – H. glycines DAF-12 receptor agonists, primary screen, cell-based, luminescence, HEK293, GAL4 fusion, UAS-luciferase | Nuclear hormone receptor DAF-12 (Heterodera glycines), GAL4 fusion | HEK293 GAL4-hgDAF12 UAS-luciferase reporter, agonist luminescence; normalized to butyrate control | activation, % at 6.8 µM | 370,000 compounds, 1.8% hits;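 active = activation above a cutoff set at the mean of all screened compounds plus 3 SD, cut at about 10% in these data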;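 note: 0% = DMSO wells and 100% = sodium butyrate wells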
# DAX1 inh-2 – DAX1 (NR0B1) inhibitors, primary screen, cell-based, HEK293, Gal4-DAX1, luciferase luminescence; Nuclear receptor subfamily 0 group B member 1 (Homo sapiens), P51843; HEK293 Gal4-DAX1 luciferase reporter; inhibition, % at 6.75 µM; 340,000 compounds, 0.99% hits; AID 504766, 2011;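 active = inhibition above the mean over all tested compounds plus 3 SD, cut at about 4.2% in these data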;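 note: 0% = DAX1-transfected cells with DMSO and 100% = empty-vector control cells with DMSO; inhibition shows as a rise in luminescence from relieved DAX1 repression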
# Target sequence (P51843 207-470 limits assumed): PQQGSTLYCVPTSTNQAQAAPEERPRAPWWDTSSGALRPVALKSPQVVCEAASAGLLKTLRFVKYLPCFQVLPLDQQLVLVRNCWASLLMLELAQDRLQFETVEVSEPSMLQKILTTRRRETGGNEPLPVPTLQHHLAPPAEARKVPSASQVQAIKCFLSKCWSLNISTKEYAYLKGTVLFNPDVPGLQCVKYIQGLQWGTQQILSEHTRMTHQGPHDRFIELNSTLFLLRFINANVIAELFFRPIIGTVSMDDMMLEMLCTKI
# ADAM10 inh – human ADAM10 inhibitors, primary screen, biochemical, QFRET, HTS; Disintegrin and metalloproteinase domain-containing protein 10 (Homo sapiens), O14672; recombinant ADAM10, EDANS/DABCYL FRET peptide cleavage, 3 h; inhibition, % at 7 µM; 370,000 compounds, 0.62% hits; AID 720582, 2013;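 active = inhibition above a per-campaign cutoff equal to the mean of compounds falling between control-based bounds plus 3 SD, cut at about 20% in these data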;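 note: 0% = DMSO wells while the 100% control is not disclosed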
# Target sequence (O14672 214-748 limits assumed): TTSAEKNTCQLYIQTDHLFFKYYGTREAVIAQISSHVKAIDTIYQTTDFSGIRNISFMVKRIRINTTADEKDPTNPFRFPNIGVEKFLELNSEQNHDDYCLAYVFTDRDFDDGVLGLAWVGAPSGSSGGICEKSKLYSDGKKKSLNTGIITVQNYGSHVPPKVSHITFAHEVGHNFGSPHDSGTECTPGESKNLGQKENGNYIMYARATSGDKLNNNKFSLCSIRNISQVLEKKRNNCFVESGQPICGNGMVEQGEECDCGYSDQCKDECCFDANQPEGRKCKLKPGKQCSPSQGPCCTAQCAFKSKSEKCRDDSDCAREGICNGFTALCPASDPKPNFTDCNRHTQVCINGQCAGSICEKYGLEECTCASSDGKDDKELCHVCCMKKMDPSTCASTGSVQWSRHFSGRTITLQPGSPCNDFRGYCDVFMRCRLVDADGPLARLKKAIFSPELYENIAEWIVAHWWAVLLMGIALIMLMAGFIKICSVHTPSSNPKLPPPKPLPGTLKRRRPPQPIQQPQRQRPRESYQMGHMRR
# * = called active by the depositor; / = no result given.
SMILES,PLCg1 inh,ADAM17 inh,ssDAF-12 act,hcDAF12 agonist,FXN GAA850 act,PLCb3 inh,sPLA2-III inh,DAX1 inh-1,hgDAF-12 ag,DAX1 inh-2,ADAM10 inh
CC(C)(C)Cc1c(-c2ccc(Br)cc2)nc2ccc(Br)cn12,0.2,-2.2,-0.8,-0.5,0.3,-1.4,14.9,-0.4,2.4,0.5,-8.4
Cc1ccccc1NS(=O)(=O)c1nnc(NC(=O)CC(C)C)s1,0.8,0.1,-1.4,-1.3,-1.4,-2.8,-9.7,-0.2,1.4,-0.1,-3.3
Cc1nn(-c2ccc([N+](=O)[O-])cc2)c2c1C(c1cccc(Br)c1)N1C(=N2)C(=O)Nc2ccccc21 (centres undefined),-5.6,0.5,-0.4,-1.2,-0.5,-6.5,4.8,-0.4,2.7,-0.5,-7.1
CCOC(=O)C1CSC2(CCC(c3ccccc3)CC2)N1 (centres undefined),-3.5,-1.9,0.1,0.3,2.1,-7.4,7.0,-0.6,-3.9,1.5,6.6
Fc1ccccc1N=C1NN=C(c2ccccc2)CS1,-10.4,-1.5,1.0*,11.8*,8.0*,-37.9,-3.0,3.5,11.6*,1.4,-1.1
CCCC1CCC2(CC1)CCC2OC(=S)Nc1ccc(N(C)C)cc1 (centres undefined),-1.4,-2.4,-0.4,-1.4,/,1.3,3.6,/,-1.3,/,1.4
O=C(O)CCCC(=O)Nc1ccc(Oc2ncnc3cc(Cl)ccc23)nc1,-0.8,-0.1,-1.6,0.3,-0.2,-7.8,1.3,0.1,-2.1,5.9*,3.8
CCOc1ccc(S(=O)(=O)c2c[nH]c3ccc(C)cc3c2=O)cc1,-1.5,0.3,-1.2,1.4,0.6,-3.6,-11.2,0.1,0.2,0.5,-0.6
Cc1ccc(CN2CCN(Cc3cccn3-c3nccs3)CC2CCO)cc1 (centres undefined),0.4,-4.2,-2.0,-0.7,-0.1,-7.2,-3.0,-0.1,1.8,-0.9,-2.5
CCNC(=S)NNc1ccccc1,2.6,-2.1,-1.0,1.6,0.1,-7.8,0.3,-0.1,-1.4,/,-1.2
CC(NC(=O)c1ccco1)c1nc(-c2ccc(Cl)cc2)no1 (centres undefined),1.1,-1.8,-0.8,-0.8,-0.1,0.3,1.1,-0.7,0.7,0.1,0.0
Cc1ccccc1NC(=O)CN1CCN(Cc2ccccc2)CC1,1.9,-0.2,-1.0,-2.1,2.5,-10.9,9.8,0.0,1.8,1.4,-3.0
COc1cc(OC)cc(C2=Cc3ccccc3C(CC(=O)c3ccco3)N2c2ccc(-c3cncnc3)cc2)c1 (centres undefined),-40.2,1.2,-1.8,-0.4,/,-64.1,2.8,-2.3,-0.4,/,-15.4
O=C(NCc1ccccc1)c1ccc(Br)cc1,3.6,0.0,-0.8,0.8,0.9,2.0,-2.3,0.0,1.4,2.6,5.4
Cc1ccc(Nc2ccc(C(=O)NC3CCCCC3)cn2)cc1,-55.4,-3.5,-0.9,0.0,3.3,-71.9,-1.7,0.8,-0.7,1.5,2.5
CCOC(=O)c1c(CN(C)C)n(C)c2c(O)c(N=NC(N)=O)c3ccc(Br)cc3c12,7.8,-1.9,-1.5,-1.0,1.9,4.9,-15.8,-0.9,-1.8,1.7,-0.2
CC1(C)C2CCC1(C)C(OC(=O)CNc1ccccc1)C2 (centres undefined),2.9,-2.5,-1.4,-0.2,1.6,2.0,3.7,-0.3,0.8,0.5,-4.4
Oc1ccc(Cl)cc1-c1cc(-c2ccccc2)n[nH]1,-1.1,7.4,0.7,5.7*,0.6,-1.7,-41.1,0.5,10.9*,1.2,23.0*
CC(=O)Oc1ccc2c(=O)oc(-c3ccc([N+](=O)[O-])cc3)nc2c1,4.4,-1.4,-1.1,-2.7,-1.0,-1.2,-3.4,0.3,0.0,-0.9,0.2
NS(=O)(=O)c1ccc(NC(=S)N2CCC(O)CC2)cc1,0.2,-1.4,-1.5,-0.1,-0.1,-5.4,-1.7,0.5,-0.8,-1.2,-2.8

# An excerpt from above in order of the sPLA2-III inh value, rising:
canonical_smiles	sPLA2-III inh
Cc1ccc(Nc2ccc(C(=O)NC3CCCCC3)cn2)cc1	-1.7
O=C(O)CCCC(=O)Nc1ccc(Oc2ncnc3cc(Cl)ccc23)nc1	1.3
CC(C)(C)Cc1c(-c2ccc(Br)cc2)nc2ccc(Br)cn12	14.9

# (continued)
SMILES,PLCg1 inh,ADAM17 inh,ssDAF-12 act,hcDAF12 agonist,FXN GAA850 act,PLCb3 inh,sPLA2-III inh,DAX1 inh-1,hgDAF-12 ag,DAX1 inh-2,ADAM10 inh
O=C(Nc1cccc(C(F)(F)F)c1)C1Cc2c(-c3ccccc3)ccnc2O1 (centres undefined),5.7,6.5,-1.8,-1.4,-0.2,0.6,-21.0,-0.6,-2.5,/,21.7*
CCC(=O)Nc1nc2ccccc2n1CCN(CC)CC,-2.8,-4.8,-0.4,-1.0,1.4,1.1,-0.8,-0.1,-0.1,0.0,-3.2
CC(C)(C)OC(=O)NCCCc1ccc2c(c1)[C@]1(CCC[C@@H](OCc3ccccc3)[C@@H]1NC(=O)CCc1ccccc1)C(=O)N2Cc1ccccc1,4.7,-6.9,-0.2,-1.0,/,-8.6,10.3,0.1,5.6,/,-8.2
Cc1ccc(S(=O)(=O)N2CCOCC2)cc1NC(=O)COC(=O)/C=C/c1ccco1,2.7,-6.7,-0.9,0.1,1.0,-1.9,9.7,-0.5,5.8,0.2,-7.0
CCOc1ccc(NC(=O)CN(C)C(=O)CC2CCCC2)cc1OCC,-2.2,-4.4,-1.2,0.3,1.0,-5.1,-7.0,1.2,-0.4,-0.6,-8.3
COC(=O)c1cn(CC(=O)NCc2ccco2)c2ccccc12,13.0*,-3.8,-0.9,1.5,-3.0,5.5,3.7,0.4,1.6,1.0,-4.2
Cn1c(=O)c(C(=O)Nc2ncccc2O)c(O)c2ccccc21,-14.8,-0.8,-0.1,1.9,1.0,-19.0,-10.8,1.7,6.2,2.9,3.0
Cc1nc(N2CCOCC2)[nH]c(=O)c1CCC(C)C,-3.2,-4.9,-0.7,-1.1,2.0,1.2,6.2,0.8,1.7,0.1,0.2
CCOc1cc(N2CCOCC2)c(OCC)cc1NC(=O)COC(=O)c1ccccc1OC(F)F,6.9,0.9,-0.8,1.3,1.2,3.5,-8.5,2.5,1.3,0.1,10.0
CCOC(=O)Nc1cc(C(=O)OCC)c(C)nc1C,2.0,-4.8,-1.2,-1.8,-1.3,0.7,6.5,0.4,2.7,-0.5,0.2
CCC(CC)C(=O)N(C)c1c(C)nc2c(OCCOc3ccccc3)cccn12,7.2,-1.5,-1.2,-1.8,-1.0,0.5,7.6,-1.4,-1.0,/,3.1
COC(=O)c1cc2ccccc2c(=O)s1,-2.7,-5.4,-1.3,-0.4,-0.5,-5.2,14.5,0.3,-0.9,0.6,-10.3
COCCCNC(=O)Cn1ccc(NC(=O)OCc2ccccc2)nc1=O,-0.3,-3.6,-1.3,-1.3,0.8,0.0,-2.1,-0.1,0.5,0.8,-3.9
COc1cc(-c2coc3c(C(=O)NCc4cccc(Cl)c4)cccc23)ccc1O,-1.3,8.6*,-1.4,-2.4,1.3,2.7,-15.0,-2.0,-0.3,/,15.2
COc1cc(Cl)cc(C=O)c1OCC(=O)O,-63.6,-5.6,-1.2,1.3,-0.3,-73.9,3.0,-0.1,-0.6,-0.2,-18.8
CN(C)CCCN(C(=O)c1cc2ccccc2oc1=O)c1nc2c(F)cccc2s1,5.9,-1.1,-0.5,-1.7,3.4,-1.5,7.9,0.3,-1.1,2.4,-7.1
O=C(c1ccccc1C(=O)N1CCN(c2ccc(F)cc2)CC1)N1CCN(c2ccc(F)cc2)CC1,-1.6,-6.0,-1.3,-0.7,-0.8,-0.4,-3.3,0.2,-3.9,0.3,3.2
COc1ccccc1C(=O)NCCC(=O)OCC(=O)Nc1ccc(S(N)(=O)=O)cc1,0.9,-4.3,-0.8,-1.3,0.9,-3.2,-6.1,-0.1,0.8,0.2,3.5
C=CCCC(=O)N[C@H]1CC[C@@]23CCCN2C(=O)CCC[C@H]3[C@H]1CCC,3.9,0.0,-2.1,-1.1,/,3.9,4.9,/,-1.9,/,1.0
C#CCNC(=O)c1ccc(OCc2ccccc2)cc1Cl,1.8,1.8,-0.8,-2.4,1.7,-0.4,10.1,1.8,4.5,0.2,-8.6

# Limited to hgDAF-12 ag, for three of the compounds above:
Compound,hgDAF-12 ag
O=C(c1ccccc1C(=O)N1CCN(c2ccc(F)cc2)CC1)N1CCN(c2ccc(F)cc2)CC1,-3.9
COc1cc(OC)cc(C2=Cc3ccccc3C(CC(=O)c3ccco3)N2c2ccc(-c3cncnc3)cc2)c1 (centres undefined),-0.4
O=C(NCc1ccccc1)c1ccc(Br)cc1,1.4

# (listing goes on)
SMILES,PLCg1 inh,ADAM17 inh,ssDAF-12 act,hcDAF12 agonist,FXN GAA850 act,PLCb3 inh,sPLA2-III inh,DAX1 inh-1,hgDAF-12 ag,DAX1 inh-2,ADAM10 inh
COc1ccc(/C=N\NC(=O)c2ccc([N+](=O)[O-])c(C)c2)cc1COc1ccccc1C(N)=O,-4.6,-4.4,-1.5,-3.5,-1.3,-15.3,-18.3,-3.0,-2.3,-0.3,2.3
Cc1cccc(C)c1NC(=O)Cn1c(=O)n(CCCC(=O)NC2CCN(Cc3ccccc3)CC2)c(=O)c2ccccc21,2.0,-3.1,-0.6,0.3,-3.0,-3.8,-3.9,-0.4,-1.4,-1.0,2.1
O=C(CN1C(=O)NC2(CCCC2)C1=O)Nc1ccc(C(F)(F)F)cc1,0.1,-1.1,-0.5,0.5,3.1,-1.7,-4.8,0.0,-0.8,1.2,-4.3
NS(=O)(=O)c1ccc(Nc2ccccc2)c([N+](=O)[O-])c1,3.3,1.6,-0.9,-1.6,4.0,-0.2,6.6,-0.4,-2.7,-0.9,11.5
O=C(O)C1C2CCC(O2)C1C(=O)Nc1ccc(Cl)cc1F (centres undefined),1.4,1.5,-0.9,-1.5,2.2,-8.0,4.8,0.0,0.8,3.7,4.9
CN(C(=O)CSC1=NC2C(N=N1)c1cc(Br)ccc1N2C)C1CCCCC1 (centres undefined),2.9,0.0,-0.5,1.4,1.1,-4.5,-0.9,-0.1,-0.4,0.1,1.9

# Compound activity (PubChem)
